# Screening results deposited in PubChem BioAssay by several laboratories.
# MT1-MMP txn act = activates MT1-MMP transcription; AID 750; activation factor at 10 µM; hit rate 0.16% among 86,000; HT1080 MT1-MMP promoter luciferase reporter, luminescence, overnight; active compounds read high;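 active = activation factor of at least 2 for MT1-MMP transcription at 10 µM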
# Ecoli WT expand = growth inhibitors of E. coli BW25113 wild type; OD600 absorbance; growth inhibition, % at 100 µM; hit rate 0.15% among 98,000;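 active = growth inhibition above about 50% at one test dose, limit read from the data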;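 also: growth measured after 20 h incubation at 37 °C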
# ERa SRC1 pot = enhances coactivator binding to human estrogen receptor alpha. hit rate 1.3% among 86,000. P03372. TR-FRET ERalpha-LBD/SRC-Cy5 coactivator binding, 2 h; 100 = basal binding, no effect. coactivator binding (% of control), % at 25.6 µM; in the data active = activity above about 200%;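 also: binding measured in presence of low estradiol as agonist stimulus; 0% = peptide alone without receptor and 100% = receptor with peptide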
# FAK inh = inhibitors of human focal adhesion kinase; Q05397; biochemical FAK kinase activity assay; inhibition, %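 (tested at 7 µM)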; hit rate 0.84% among 97,000; in the data active = inhibition above about 19%;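 also: 0% = DMSO and 100% = reference compound high control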
# CD11b adhes inh = CD11b/CD18-fibrinogen binding inhibition | P05107+P11215 | K562 CD11b/CD18 adhesion to fibrinogen, ATPlite luminescence; Mn2+ added to activate the integrin | inhibition, % at 10 µM | hit rate 0.54% among 93,000 | AID 1497;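 active = primary inhibition of 50% or more at 10 µM, then 40% or more on retest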; also: some results filed as inactive read as strong as hits
# ERa coact inh = ER-alpha (human) coactivator binding inhibition. inhibition, % at 25.6 µM. TR-FRET ER-alpha LBD / SRC-1 peptide, estradiol-bound. AID 629. hit rate 1.7% among 86,000. P03372; in the data active = inhibition above about 50%;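 also: 0% = receptor plus peptide control and 100% = peptide only without receptor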
# ERb coact inh = blocks coactivator binding to human estrogen receptor beta; Q92731; TR-FRET ER-beta LBD / SRC1-Cy5 peptide binding; receptor agonist-loaded with 1 µM estradiol; inhibition, % at 25.6 µM; hit rate 1.3% among 86,000;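 active = compounds whose percent inhibition of the receptor-coactivator binding signal exceeds about 50% in the single-dose screen, limit read from the data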;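 also: 0% = receptor plus peptide wells without compound and 100% = peptide-only wells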
# Target sequence (Q92731 whole entry, looked up, the tested form may be a part): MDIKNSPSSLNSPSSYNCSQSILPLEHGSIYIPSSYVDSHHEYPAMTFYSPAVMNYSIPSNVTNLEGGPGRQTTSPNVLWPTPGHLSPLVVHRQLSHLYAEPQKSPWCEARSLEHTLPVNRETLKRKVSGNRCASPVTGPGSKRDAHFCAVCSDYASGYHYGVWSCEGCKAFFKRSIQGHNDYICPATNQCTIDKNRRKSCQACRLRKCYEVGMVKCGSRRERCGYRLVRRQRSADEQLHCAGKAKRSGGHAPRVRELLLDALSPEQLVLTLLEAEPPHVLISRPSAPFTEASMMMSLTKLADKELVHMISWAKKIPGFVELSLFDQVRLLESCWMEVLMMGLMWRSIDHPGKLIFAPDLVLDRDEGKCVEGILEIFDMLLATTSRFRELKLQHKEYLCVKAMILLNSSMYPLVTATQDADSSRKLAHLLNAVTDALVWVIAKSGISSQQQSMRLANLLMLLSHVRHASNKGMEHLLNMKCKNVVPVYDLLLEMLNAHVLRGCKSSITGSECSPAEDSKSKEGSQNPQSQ
# PLAP activator = activates human placental alkaline phosphatase; P05187; purified PLAP enzyme, luminescent substrate read-out; active compounds read high; activation fold at 20 µM; hit rate 1.2% among 96,000; in the data active = activation fold above about 2
# Target sequence (P05187 whole entry, looked up): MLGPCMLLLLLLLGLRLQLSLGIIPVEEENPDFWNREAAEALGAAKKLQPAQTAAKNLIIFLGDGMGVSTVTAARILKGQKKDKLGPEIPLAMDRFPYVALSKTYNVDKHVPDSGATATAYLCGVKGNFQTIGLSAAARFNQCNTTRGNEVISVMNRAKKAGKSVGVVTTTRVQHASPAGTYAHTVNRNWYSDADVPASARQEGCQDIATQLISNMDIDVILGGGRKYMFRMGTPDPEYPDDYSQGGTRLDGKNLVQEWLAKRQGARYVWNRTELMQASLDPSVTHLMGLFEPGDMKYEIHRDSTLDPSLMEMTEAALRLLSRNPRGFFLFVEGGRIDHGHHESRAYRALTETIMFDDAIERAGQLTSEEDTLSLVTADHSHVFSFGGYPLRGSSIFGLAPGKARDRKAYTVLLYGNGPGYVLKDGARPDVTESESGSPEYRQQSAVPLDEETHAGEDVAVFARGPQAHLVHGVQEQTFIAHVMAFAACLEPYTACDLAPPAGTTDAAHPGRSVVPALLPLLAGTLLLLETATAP
# Mac1 fbg enh = increases human CD11b/CD18 adhesion to fibrinogen; P05107+P11215; activation, % at 10 µM; K562 CD11b/CD18 adhesion to fibrinogen, ATPlite luminescence; AID 1499; hit rate 0.07% among 93,000;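 active = 10 µM primary screen giving 50% or more activity, confirmed by 40% or more on retest at that dose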; also: strong numbers were not always called active; reference of the scale not given here
# * hit, by the source's call; / = no result given; [ ] = remark or other dose. Not all compounds are listed, so the mix of outcomes need not match the whole.
SMILES,MT1-MMP txn act,Ecoli WT expand,ERa SRC1 pot,FAK inh,CD11b adhes inh,ERa coact inh,ERb coact inh,PLAP activator,Mac1 fbg enh
O=c1[nH]c(=O)n(CCC2=CCCCC2)c(O)c1C=NCc1cccnc1,1.1,-15,101,-2,-9,-3,2,1.1,1
COc1ccc(C2SCC(=O)Nc3c2c(C)nn3-c2ccccc2)cc1OC (stereo not drawn),0.9,1,91,-2,/,-2,-7,1.1,/
CC(=Nc1c(C)n(C)n(-c2ccccc2)c1=O)c1c(O)n(Cc2ccccc2)c(=O)[nH]c1=O,1.4,2,126,1,-3,-5,0,1,11
C#CCNc1ccncc1S(=O)(=O)NC(=O)NC(C)C,1.1,/,99,-1,/,1,-2[fluorescence artefact?],/,/
CCN(CC)P(=O)(NC(=O)C(Cl)(Cl)Cl)N(CC)CC.[Cl-].[Cl-].[Cl-].[Nd+3],1,2,95[fluorescence artefact?],4,-44,69*[fluorescence artefact?],50*[fluorescence artefact?],1.7,49
CCOP(=S)(OCC)SCC(=O)NC(C(=O)O)C(C)C (stereo not drawn),1.2,-3,116,-1,5,-3,1,1.4,0
O=c1c2ccccc2nc(-c2ccco2)n1-c1ccncc1,1.1,4,99,3,29,1,7,1.1,-3
O=C1C2CCCN2C(c2ccncc2)N1c1ccc(Cl)c(Cl)c1 (stereo not drawn),1.2,10,114,1,5,-6,0,1.1,-4
CCOC(=O)C1=C(N)Oc2cc(C)oc(=O)c2C12C(=O)N1c3c(cccc32)C(C)=CC1(C)C (stereo not drawn),1,-1,106,0,3,-5,-6[fluorescence artefact?],1.1,-9
O=C(c1ccc2c(c1)ncn2C1CCCCCC1)N1CCC2(CC1)OCCO2,1.2,6,74[fluorescence artefact?],0,-10,-1,1,1.1,-4
COc1ccc2[nH]cc(CCN(C)C)c2c1,1,/,122,/,/,-2,2,/,/
CCN1CCN(Cc2ccc(C)cc2)CC1,1.1,1,113,/,-17,-4,10,1,-4
O=C1N(CN2CCOCC2)c2ccccc2C1(O)c1c[nH]c2ccccc12 (stereo not drawn),1.3,3,108,0,-10,-8,-12,0.8,1
C=CCn1c(O)c(C(C)=NCc2ccco2)c(=O)[nH]c1=O,1.1,-7,111,0,-5,-12,-6,0.8,-4
CC(C)OC(=O)C1C(=O)NC2(C)CC1c1ccccc1O2 (stereo not drawn),1.1,1,106,0,-36,2[fluorescence artefact?],-10[fluorescence artefact?],1.1,-1
Cc1onc(-c2ccccc2)c1C(=O)N1CCC2(CC1)OCCO2,1.2,-7,102,1,-4,-3,0,0.8,-3
Cc1cc(C)c(C2=NOC(O)(C(F)(F)F)C2)c(=O)[nH]1 (stereo not drawn),1.1,4,101[fluorescence artefact?],1,14,-5,-5,0.9,-1
CC/C(=C\C=C\[C@@H]1C=C[C@@H]2CCC[C@H]2[C@@H]1C(=O)c1ccc[nH]1)[C@@H]1O[C@@H]([C@@H](C)C(=O)O)CC[C@@H]1C,1.2,/,76,1,/,13,20[fluorescence artefact?],/,/
CCOc1cccc(N2C(=O)CC(=O)NC2=O)c1,1.2,4,105,0,-16,14,-6[fluorescence artefact?],1,3
CC(C)CC12CN3CCN(CC(C3)C1O)C2 (stereo not drawn),/,11,114,1,3,-5,-9,0.9,-2
COc1ccc(Cn2c(N)c(C(=O)NCc3ccco3)c3nc4ccccc4nc32)cc1OC,1,-1,48[fluorescence artefact?],34*,-3,23,25,1.5,-3
CCN(CC)CCCNC(=O)c1c(O)c2ccccc2n(Cc2ccccc2)c1=O,1,5,75[fluorescence artefact?],2,/,20[fluorescence artefact?],6[fluorescence artefact?],1.5,/
O=C(CN1C(=O)CN=C(c2ccccc2Cl)c2cc(Cl)ccc21)NCc1ccco1,1.2,-4,101[fluorescence artefact?],-4,-3,-1,7,1,-3
Nc1ccc(C(=O)N/N=C2/CN3CCC2CC3)cc1,1.3,-7,106,-1,-26,-14,-14,0.9,-3
CCN(CC)S(=O)(=O)c1ccc(N=Cc2c(O)n(-c3ccccc3)c(=O)[nH]c2=O)cc1,1.1,-8,135,3,-8,2,-1,0.9,-3
O=C(C(Cc1ccccc1)NS(=O)(=O)c1ccc(F)cc1)N1CCC2(CC1)OCCO2 (stereo not drawn),/,-5,100,1,-8,7,0[fluorescence artefact?],1.6,-1
N#CC1=C(N)Oc2c(c(=O)oc3ccccc23)C1c1ccc(OC(=O)N2CCOCC2)cc1 (stereo not drawn),1,/,103[fluorescence artefact?],/,/,-10,-4,/,/
COc1ccc(C2SCC(=O)Nc3c2c(=O)[nH]n3C2CCCCCC2)cc1OC (stereo not drawn),1.1,-8,115,/,-2,-11,-7,1.1,0
CCCCn1c(O)c(C(C)=NCCc2ccccc2)c(=O)[nH]c1=O,1.4,7,112,5,-11,-1,-6,0.9,-3
CCCCn1c(O)c(C=NC2CCCCC2N)c(=O)[nH]c1=O (stereo not drawn),1,6,112,0,35,1[fluorescence artefact?],3,1.5,0
O=c1[nH]c(=O)n(Cc2ccco2)c(O)c1C=NCc1ccco1,1.1,7,90[fluorescence artefact?],2,-28,12,29,1.3,-4
CCN(CC)c1ccc(N=Cc2c(O)n(-c3ccc(OC)cc3)c(=O)[nH]c2=O)cc1,1.1,-3,86,-2,-52,3,14,0.9,-2
O=C(Nc1ccccc1)Oc1ccccc1,1.2,8,105,-1,12,-7,-32[fluorescence artefact?],0.8,-1
CCN(CC)CCN=Cc1c(O)n(Cc2ccccc2)c(=O)[nH]c1=O,1,6,108,-2,-31,-2,0,1,0
CC(C)n1cc(C(=O)N(CC(=O)NC(C)(C)C)Cc2ccccc2)cn1,1.1,/,99,2,/,-27,-15[fluorescence artefact?],/,/
O=c1[nH]c(=O)n(CCc2ccccc2)c(O)c1C=NCc1ccc2c(c1)OCO2,1,-3,267*[fluorescence artefact?],14,0,55*[fluorescence artefact?],36,1.1,6
CC(Cc1ccccc1)[n+]1cc(/N=C(\[O-])Nc2ccccc2)on1 (stereo not drawn),1.2,0,112,-1,0,-1,1,0.8,0
CCN1CCN(Cc2ccccc2C)CC1,1.3,6,101,/,-16,5[fluorescence artefact?],0,1,-2
CN(C)C(=O)Oc1cccc2c(OC(=O)N(C)C)cccc12,1.1,-3,115,-1,-9,5[fluorescence artefact?],2[fluorescence artefact?],1.1,0
CN(C)C(=O)NC(O)C(Cl)(Cl)Cl (stereo not drawn),1.1,0,118,1,-26,-2,-1,0.8,0
CN1CCN(c2nc3ccccc3c(=O)n2-c2ccccc2)CC1,1.1,7,111,/,-10,1,-12,1.1,1
COc1ncccc1C(=O)NCC(CC(=O)O)c1ccccc1 (stereo not drawn),0.9,-12,126,/,-5,-13,-15,1.1,-1
CCN1CCN(Cc2nnnn2C(C)(C)C)CC1,1.1,-5,103,2,20,-11,-19,1,-2
CN1C2C=C(N(C(=O)c3ccc(Cl)cc3)c3ccccc3)CC1CC2 (stereo not drawn),1.3,-11,77[fluorescence artefact?],-1,-7,3,20,1.2,0
CC1CN=C(NCc2ccccc2)S1 (stereo not drawn),1.2,6,103[fluorescence artefact?],0,-2,-20,-1,0.9,-7
O=C(Cn1nc(Cc2cccnc2)c2ccccc2c1=O)N1CCC2(CC1)OCCO2,0.9,-3,109,/,-39,7,12,1.2,7
Cc1cc(Cl)ccc1OCC(=O)N1CCN(C)CC1,1,6,108,-7,2,1[fluorescence artefact?],0[fluorescence artefact?],1.2,-3
Cc1ccc(Cc2c(C)nc3nc(SCC(=O)N4CCC5(CC4)OCCO5)nn3c2C)cc1,/,8,100,0,13,-2,-6,1.6,-3
CC(=O)NC1CC2CCCC(C1)N2 (stereo not drawn),1.3,-5,125,3,1,-2[fluorescence artefact?],-3,0.8,-2
O=P(C(Cl)Cl)(N1CCCCC1)N1CCCCC1,1.3,2,94,0,-20,16,-4,1.1,-1
CCC(=NCCN1CCCCC1)c1c(O)n(C)c(=O)n(C)c1=O,1.2,1,113,-2,-34,-22,-16,1.3,9
O=C(C1CCC(=O)N1Cc1ccccc1Cl)N1CCC2(CC1)OCCO2 (stereo not drawn),1.1,7,809*[fluorescence artefact?],0,-5,-6,-1,1,0
CC(=O)OC1(c2ccccc2)CCN(C)C2CCCCC21 (stereo not drawn),1,1,120,/,-23,2,1[fluorescence artefact?],1.3,2
CCC(=NCc1ccc2c(c1)OCO2)c1c(O)n(C2CCCCC2)c(=O)[nH]c1=O,1,-6,94,9,26,3,4[fluorescence artefact?],1.3,0
O=C(CNS(=O)(=O)c1cccs1)N1CCC2(CC1)OCCO2,1.3,-1,124,0,/,4[fluorescence artefact?],-4[fluorescence artefact?],1,/
CCN1C(=O)c2ccccc2Sc2ccc(C(=O)N3CCC4(CC3)OCCO4)cc21,1.2,-2,112,1,4,-2[fluorescence artefact?],-2[fluorescence artefact?],1.1,-4
CCOP(=O)(OCC)C(NC(=O)c1ccccc1Cl)=C(Cl)Cl,/,-8,/,-1,1,/,/,0.9,0
Cc1nn(Cc2ccccc2Cl)c(Cl)c1C(=O)OCC(=O)NCc1ccco1,1.2,-8,110,-3,-3,-2,2,1.3,4
O=C(NC(c1ccc(Cl)cc1)P(=O)(Oc1ccccc1)Oc1ccccc1)OCc1ccccc1 (stereo not drawn),1.1,/,99,0,/,6,8,/,/
Cc1ccc(C2NC(=S)NC(c3ccc(C)cc3)C23C(=O)NC(=O)NC3=O)cc1 (stereo not drawn),/,3,/,-3,-6,/,/,1,-2

# Part of the list above in order of length of the SMILES, lowest first.
SMILES,MT1-MMP txn act,Ecoli WT expand,ERa SRC1 pot,FAK inh,CD11b adhes inh,ERa coact inh,ERb coact inh,PLAP activator,Mac1 fbg enh
CCN1CCN(Cc2nnnn2C(C)(C)C)CC1,1.1,-5,103,2,20,-11,-19,1,-2
C=CCn1c(O)c(C(C)=NCc2ccco2)c(=O)[nH]c1=O,1.1,-7,111,0,-5,-12,-6,0.8,-4
O=C(c1ccc2c(c1)ncn2C1CCCCCC1)N1CCC2(CC1)OCCO2,1.2,6,74[fluorescence artefact?],0,-10,-1,1,1.1,-4
COc1ccc(C2SCC(=O)Nc3c2c(=O)[nH]n3C2CCCCCC2)cc1OC (stereo not drawn),1.1,-8,115,/,-2,-11,-7,1.1,0
CCC(=NCc1ccc2c(c1)OCO2)c1c(O)n(C2CCCCC2)c(=O)[nH]c1=O,1,-6,94,9,26,3,4[fluorescence artefact?],1.3,0

# The list goes on:
SMILES,MT1-MMP txn act,Ecoli WT expand,ERa SRC1 pot,FAK inh,CD11b adhes inh,ERa coact inh,ERb coact inh,PLAP activator,Mac1 fbg enh
CN(C)Cc1ccccc1OC(=O)N(C)C,1.1,2,110[fluorescence artefact?],0,-2,6,-3,1,4
CC(C)CCOC(=O)c1c(N)n(CC2CCCO2)c2nc3ccccc3nc12 (stereo not drawn),1.1,-2,115,11,/,-6,-14,1.6,2
CC(C)N1C(=O)/C(=C/C=C/c2ccco2)C(=O)N(Cc2ccco2)C1=O,/,7,/,-1,11,/,/,1.5,2
OCC12CO[C@@H]3c4ccccc4[C@H](OC1)N32 (stereo partly drawn),1.1,6,105,-2,-61,-5,1,1,5
OCCNc1c2c(nc3ccccc13)CCCC2,0.8,6,116,3,0,0,-4,0.9,-5
O=C1CN=C(c2cccs2)c2c(sc3c2CCCC3)N1,1,14,97,2,/,3,64*[fluorescence artefact?],1.2,/
CN(C)C(=O)Oc1ccc(-c2nnco2)cc1,1.1,-2,116,-5,9,-4,-4,1.1,-5
CCCC12CN3CC(CCC)(CN(C1)C3c1ccccn1)C2=O (stereo not drawn),1.2,8,129,-2,0,2[fluorescence artefact?],-3,1.1,0
Cc1ccccc1OCCN=Cc1c(O)n(C)c(=O)n(C)c1=O,1.2,7,110,-4,11,6,-2,0.9,-1
Cc1nc2cc(C(F)(F)F)ccc2n1C1CCN(Cc2nnnn2CCc2ccccc2)CC1,1.1,/,92,0,/,22,18,/,/
COc1ccc2[nH]c(C)c(CCN3CCC(=O)C(C)C3C)c2c1 (stereo not drawn),1.1,11,83[fluorescence artefact?],-1,-35,41[fluorescence artefact?],64*[fluorescence artefact?],1.5,4
